Bioassay records: PubChem BioAssay, The Scripps Research Institute Molecular Screening Center
PAFAH1B3 inh – inhibitors of human PAFAH1B3; Q15102; recombinant PAFAH1B3, FP-rhodamine probe, fluorescence polarization; inhibition, % at 3.39 µM; 0.28% of 340,000 active; AID 492972;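 active = inhibition above the screen-wide average of all tested compounds plus 3 SD, cut at about 25% in these data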;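 note: 0% = enzyme with DMSO only and 100% = wells lacking PAFAH1B3 protein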
GSTO1 counter – counter-screen for RBBP9 inhibitors: inhibitors of human GSTO1; P78417; 1.1% of 300,000 active; recombinant GSTO1, activity-based probe fluorescence polarization; inhibition, % at 5.96 µM;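 active = inhibition above the campaign mean inhibition plus 3 SD, cut at about 35% in these data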;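 note: 0% = GSTO1-1 with DMSO and 100% = wells lacking GSTO1-1 enzyme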
PAFAH1B2 FP inh – blocks human PAF acetylhydrolase 1b catalytic subunit 2; recombinant PAFAH1B2, FP-rhodamine activity probe, fluorescence polarization; inhibition, % at 3.39 µM; 1.2% of 340,000 active; AID 492953;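 active = inhibition above the mean of all tested compounds plus 3 SD, cut at about 24% in these data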;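 note: 0% = enzyme with DMSO and 100% = wells lacking PAFAH1B2; many of its hits are not listed in these tables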
PAFAH2 inh – inhibitors of human PAFAH2. recombinant PAFAH2, FP-rhodamine activity probe, fluorescence polarization. 0.99% of 340,000 active. Q99487. AID 492956. inhibition, % at 3.39 µM;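 active = inhibition above the mean over all tested compounds plus 3 SD, cut at about 30% in these data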;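 note: inhibitors block probe labeling of enzyme so polarization drops; 0% = enzyme with DMSO and 100% = wells lacking PAFAH2 protein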
pPAFAH FP inh – inhibitors of human plasma PAF acetylhydrolase (pPAFAH) | recombinant pPAFAH, FP-rhodamine probe fluorescence polarization | Q13093 | 1.5% of 330,000 active | inhibition, % at 3.39 µM;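 active = inhibition above the mean inhibition across the screen plus 3 SD, cut at about 25% in these data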;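 note: inhibitors block binding of the rhodamine activity-based probe so polarization drops; 0% = enzyme with DMSO and 100% = wells lacking pPAFAH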
Target sequence (Q13093 whole entry, looked up): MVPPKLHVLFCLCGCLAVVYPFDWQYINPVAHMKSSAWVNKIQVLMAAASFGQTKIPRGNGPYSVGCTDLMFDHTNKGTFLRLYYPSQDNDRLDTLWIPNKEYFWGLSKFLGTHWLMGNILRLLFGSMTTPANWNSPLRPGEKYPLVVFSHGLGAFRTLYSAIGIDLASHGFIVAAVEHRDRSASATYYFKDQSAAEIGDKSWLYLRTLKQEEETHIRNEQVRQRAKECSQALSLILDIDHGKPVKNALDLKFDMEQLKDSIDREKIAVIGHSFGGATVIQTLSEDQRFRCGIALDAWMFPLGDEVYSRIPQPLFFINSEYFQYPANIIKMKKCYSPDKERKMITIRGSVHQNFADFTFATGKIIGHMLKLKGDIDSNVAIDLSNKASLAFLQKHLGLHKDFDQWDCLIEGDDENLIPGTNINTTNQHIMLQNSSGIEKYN
LYPLA1 inh – LYPLA1 (human) inhibition in PME1 counter-screen; O75608; inhibition, % at 5.9 µM; AID 2174; recombinant LYPLA1, FP-Rh probe fluorescence polarization; 0.16% of 320,000 active;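 active = inhibition above the mean of all tested compounds plus 3 SD, set per campaign, cut at about 14% in these data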;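 note: inhibitors block serine hydrolase probe labeling of LYPLA1 so polarization falls; 0% = enzyme with DMSO and 100% = wells lacking LYPLA1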
Fam108B inh – counter-screen for RBBP9 inhibitors: inhibitors of mouse Fam108B; AID 1947; recombinant Fam108B, FP-Rh probe fluorescence polarization; 0.33% of 300,000 active; inhibition, % at 9.51 µM;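 active = inhibition above the screen mean inhibition plus 3 SD, computed separately per campaign, cut at about 18% in these data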;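 note: inhibitors lower polarization as less probe binds the enzyme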
PME-1 primary – PME-1 (human) inhibition. recombinant PME-1, FP-Rh probe fluorescence polarization. inhibition, % at 5.9 µM. Q9Y570. 0.53% of 320,000 active;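 active = inhibition above the campaign mean of all compounds plus 3 SD, cut at about 26% in these data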;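 note: competitive labeling of PME-1 active site by serine hydrolase directed probe; 0% = PME-1 with DMSO and 100% = wells lacking PME-1 enzyme; inhibitors block probe labeling so polarization falls and inhibition rises; many of its hits are not listed in these tables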
Target sequence (Q9Y570 whole entry, looked up): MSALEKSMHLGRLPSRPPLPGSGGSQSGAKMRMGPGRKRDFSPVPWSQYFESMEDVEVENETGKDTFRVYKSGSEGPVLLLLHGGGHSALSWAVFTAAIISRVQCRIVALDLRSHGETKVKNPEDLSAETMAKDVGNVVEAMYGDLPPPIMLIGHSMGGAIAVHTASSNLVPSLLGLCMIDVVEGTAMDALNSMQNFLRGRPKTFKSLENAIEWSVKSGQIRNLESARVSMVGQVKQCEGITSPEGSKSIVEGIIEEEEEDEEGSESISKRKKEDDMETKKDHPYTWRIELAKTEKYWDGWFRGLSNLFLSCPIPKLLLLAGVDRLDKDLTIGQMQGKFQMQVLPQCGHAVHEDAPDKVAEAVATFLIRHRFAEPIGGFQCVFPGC
PAD4 FP inh – PAD4 (human) enzyme inhibition. Q9UM07. recombinant PAD4, RCA probe fluorescence polarization. inhibition, % at 6.36 µM. 0.41% of 330,000 active. AID 485272;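 active = percent inhibition above a cutoff equal to the mean of all tested compounds plus 3 SD, cut at about 15% in these data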;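 note: 0% = PAD4 with RCA probe and DMSO and 100% = probe without PAD4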
Numbers without * were called inactive; . = not tested or not shown.

entry	SMILES	PAFAH1B3 inh	GSTO1 counter	PAFAH1B2 FP inh	PAFAH2 inh	pPAFAH FP inh	LYPLA1 inh	Fam108B inh	PME-1 primary	PAD4 FP inh
1	CC1CCN(C(=O)CCNC(=O)c2ccccc2Cl)CC1	1	0	0	-3	0	-1	2	-5	1
2	Cn1c(=S)c2[nH]c(SCCN3CCCC3)nc2n(C)c1=O	-1	7	-6	3	2	1	1	-1	-5
3	CC(C)(C)NS(=O)(=O)c1ccc(CCC(=O)Nc2cc(Cl)ccc2Oc2ccccc2)cc1	-3	-23	-2	-16	-12	-9	-17	-17	3
4	O=C(NCCC1CCCCN1S(=O)(=O)c1ccc(Cl)cc1)C(=O)NCc1ccco1 (stereo not drawn)	-5	0	0	3	6	2	2	-1	2
5	COc1ccccc1CNC(=O)COC(=O)c1n[nH]c2ccccc12	3	5	4	19	-1	-9	5	7	-1
6	Clc1ccc(CNCc2cccs2)cc1Cl	-5	3	4	-6	1	-4	-4	-1	2
7	CC(C(=O)NCC1CCCO1)N(C(=O)c1snc(C(N)=O)c1N)c1cccc(F)c1 (stereo not drawn)	4	-2	3	0	8	0	-3	-3	2
8	COc1ccc(Cn2c(C)c(C)c(C#N)c2NC(=O)Nc2ccccc2)cc1	2	-3	0	-12	0	-1	0	6	-5
9	Cc1ccc(NC(=O)c2cc(-c3ccco3)on2)cc1C	-4	-5	-13	-17	6	-4	-5	-3	-2
10	COc1ccc(N2C(=O)c3ccccc3NC2c2ccc(NC(C)=O)cc2)c(OC)c1 (stereo not drawn)	5	-2	8	18	-2	2	2	-2	-3
11	O=C(CCC(=O)CCN1CCCCC1)CCN1CCCCC1	2	0	0	5	-4	-1	-1	-2	-2
12	CCCN(CC(=O)Nc1ccccc1OC)Cc1c(O)ccc2ccccc12	2	1	7	-2	-1	-3	2	2	-3
13	COc1ccc(NC(=O)c2sccc2SCC#N)cc1	2	11	3	3	9	0	-1	-2	-5
14	Cc1nnc(SCC(=O)Nc2ccc(O)cc2)c2ccccc12	3	11	2	5	4	-1	4	4	4
15	O=C(Nc1ccc(Cl)cc1)C1CCN(C(=O)c2cccs2)CC1	15	9	-2	9	6	2	3	-1	2
16	CCOc1ccc(CCNS(=O)(=O)c2cc3c(cc2C)NC(=O)CO3)cc1OCC	4	0	6	4	4	-2	8	0	3
17	Cc1cc(C)n(CC(C)C(=O)O)n1 (stereo not drawn)	3	-10	3	4	3	-1	2	3	1
18	C/C(=N/NC(=O)c1ccccn1)c1ccncc1	9	0	-1	-1	-1	1	5	7	2
19	O=C(CCn1c(=S)oc2ccccc21)NCCC1=CCCCC1	2	11	6	2	5	2	4	-1	-2
20	COc1cc(S(=O)(=O)N(Cc2cccnc2)Cc2ccco2)ccc1-n1cnnn1	3	40*	5	4	5	2	4	1	-3
21	Cc1ccc(-c2nc(SCC(=O)N(C)C3CCS(=O)(=O)C3)[nH]c2-c2ccc(C)cc2)cc1 (stereo not drawn)	4	3	0	-3	10	6	1	4	0
22	CCOC(=O)CNC(=O)OC1CCN2Cc3ccccc3N=C12 (stereo not drawn)	2	-6	3	5	1	1	2	1	-8
23	O=C(Nc1cccc2ccccc12)c1ccc(Cn2cc(Cl)cn2)cc1	-4	4	4	2	-4	-4	1	-5	2
24	O=C(COC(=O)C1C2CC3OC(=O)C1C3C2)Nc1cccc(C(F)(F)F)c1 (stereo not drawn)	10	2	-2	71*	7	0	1	-3	-1

Part of the list above in order of molar mass, lowest first:
entry	SMILES	PAFAH1B3 inh	GSTO1 counter	PAFAH1B2 FP inh	PAFAH2 inh	pPAFAH FP inh	LYPLA1 inh	Fam108B inh	PME-1 primary	PAD4 FP inh
17	Cc1cc(C)n(CC(C)C(=O)O)n1 (stereo not drawn)	3	-10	3	4	3	-1	2	3	1
24	O=C(COC(=O)C1C2CC3OC(=O)C1C3C2)Nc1cccc(C(F)(F)F)c1 (stereo not drawn)	10	2	-2	71*	7	0	1	-3	-1
21	Cc1ccc(-c2nc(SCC(=O)N(C)C3CCS(=O)(=O)C3)[nH]c2-c2ccc(C)cc2)cc1 (stereo not drawn)	4	3	0	-3	10	6	1	4	0

(list continues)
entry	SMILES	PAFAH1B3 inh	GSTO1 counter	PAFAH1B2 FP inh	PAFAH2 inh	pPAFAH FP inh	LYPLA1 inh	Fam108B inh	PME-1 primary	PAD4 FP inh
25	C/C(=N\NC(=S)NCc1ccccc1)c1ccc(C(C)(C)C)cc1	-7	-4	0	-6	2	-3	-5	1	-5
26	Cc1ccc(CN(C(=O)c2csnn2)C(C(=O)NC2CCCC2)c2cccnc2)cc1 (stereo not drawn)	6	2	6	-16	3	2	4	-5	0
27	COc1ccc(/C=C/C(=O)N2CCN(c3ccccn3)CC2)c2ccccc12	4	4	0	6	-8	-2	6	-1	0
28	COc1ccc(C(CNC(=O)c2cccc(S(=O)(=O)Nc3ccccc3OC)c2)N2CCOCC2)cc1 (stereo not drawn)	-2	-1	-4	8	-2	-1	3	6	-4
29	Cc1noc(/C=C/N(C)C)c1S(=O)(=O)N1CCN(c2ccc(F)cc2)CC1	6	-10	-5	-4	9	-5	4	2	1
30	COC(=O)[C@H](c1ccccc1Cl)N1CCc2sccc2C1	5	6	2	-4	0	0	4	5	2
31	Fc1ccc(C2Nc3cccc4cccc(c34)N2)cc1	18	37*	1	-4	-1	-8	33*	11	-2
32	COc1ccccc1NS(=O)(=O)c1cccc(NC(=O)c2cncc(Br)c2)c1	2	.	4	2	-3	.	.	.	5
33	C#CCOCCOCCOCCNc1nc(N2CCN(C(=O)CCCCCCCCCCNC(=O)Cn3cc(CCCCCN)nn3)CC2)nc(N2CCN(C(=O)CCCCCCCCCCNC(=O)[C@H](CO)n3cc(CCCSC)nn3)CC2)n1	-2	4	1	-7	2	-1	3	-10	0
34	CSc1ccccc1C(=O)N1CCN(c2ccc(F)cc2)CC1	9	4	2	-2	-6	-2	2	-7	1
35	CSc1nc(NCC(C)O)c2c3c(sc2n1)CN(C)CC3 (stereo not drawn)	7	1	7	0	4	-2	1	-6	6
36	CCN(CC)CCCNC(=O)CC1Sc2ccccc2NC1=O (stereo not drawn)	4	11	2	6	5	0	1	3	-1
37	C=CCCC(=O)N1CCC(n2nccc2NC(=O)CCCc2ccccc2)CC1	14	6	5	2	1	-4	2	-1	0
38	C[C@@H]1CN([C@H](C)CO)C(=O)Cc2cc(NC(=O)Nc3ccccc3)ccc2O[C@@H]1CN(C)C(=O)Nc1ccc2c(c1)OCO2	-2	.	16	9	6	.	.	.	-5
39	Cc1ccc(NC(=O)C(=O)C2C(=O)Nc3ccccc32)cc1 (stereo not drawn)	6	7	5	5	-5	7	-4	0	1
40	Cc1cnc(C(=O)OCC(=O)NC2CCCCCC2)cn1	.	1	.	.	-7	1	0	-2	0
41	NNC(=O)c1cn2ccccc2n1	11	6	6	12	0	0	2	-1	6
42	Cc1ccc(NC(=O)CC2COc3ccccc3O2)cc1 (stereo not drawn)	0	-2	5	-2	-1	2	3	-4	6
43	CC(C)OC(=O)CN1C(=O)C(=O)c2ccccc21	8	26	5	-2	1	3	0	2	-13
44	S=C(NCc1cccnc1)Nc1ccc2c(c1)OCO2	5	-2	1	1	4	3	-6	3	2
45	COc1cc2ccccc2cc1C(=O)Nc1ccc(N2CCN(C(=O)C(C)C)CC2)cc1	13	-13	9	4	0	0	0	1	-1
46	CN(Cc1ccccc1)S(=O)(=O)c1ccc(Cl)c(C(=O)NCCCN2CCOCC2)c1	8	17	2	2	19	1	1	1	-1
47	O=C(O)COc1ccc2c(c1)O/C(=C\c1ccco1)C2=O	23	13	3	16	15	2	2	0	-6
48	[O-][n+]1cccc2c(Br)cc(Br)c(O)c21	21	46*	4	13	34*	-3	10	5	1
49	COC(=O)C1(C)NC(c2cccc(C)c2)C2C(=O)N(c3ccc(F)cc3)C(=O)C21 (stereo not drawn)	10	1	0	-6	2	-1	2	-1	-3
50	COCCNC(=O)C(C)OC(=O)c1cc2occc2n1C (stereo not drawn)	5	6	1	-10	2	0	-5	-5	3
51	CC(=O)Nc1ccc(Sc2ncccc2C(=O)Nc2ccc(OC(F)(F)F)cc2)cn1	6	0	-4	-8	6	2	4	-6	-2
52	CCCCCCC(=O)N(O)C1CC(=O)N(c2ccc(Br)cc2)C1=O (stereo not drawn)	-8	-6	16	-8	14	-5	0	-10	-7
53	Cc1sc2ncnc(SC(C)C#N)c2c1C (stereo not drawn)	-3	2	3	3	22	-6	-7	-4	-8
54	O=C(CN1CCCC1)Nc1ccc(F)cc1	6	1	0	10	-1	2	5	5	0
55	CCOC(=O)c1cc(C(=O)Nc2cccc(C)c2)nn1C	6	4	1	2	8	-3	0	-5	-1
56	CCOc1cc(S(=O)(=O)NC2CCCC2)ccc1Cl	-4	11	6	-3	0	0	4	3	-1
57	Cn1c(C23CC4CC(CC(C4)C2)C3)n[nH]c1=S	1	4	13	3	-3	-1	3	8	-3
58	CCOc1ccccc1NC(=O)c1ccc(F)c(S(=O)(=O)N2CCC3(CC2)OCCO3)c1	6	3	1	-1	10	0	2	0	2
59	CCCOC(=O)C1C2C=CC(C3CC23)C1C(=O)OCC(=O)c1ccccc1 (stereo not drawn)	1	0	3	0	7	1	-1	-3	-8
60	CC(=O)N1CCC(N(CCCOC(C)C)C(=O)Nc2ccc(C)c(C)c2)CC1	-5	6	5	8	4	0	-5	3	0
61	OC1(c2ccc(Cl)cc2)CCN(Cc2cn[nH]c2-c2ccccc2)CC1	6	1	5	1	2	-2	-2	-2	1
62	CCC1CCCCN1C(=O)CSc1nnc(-c2ccc3c(c2)OCCO3)o1 (stereo not drawn)	10	-15	5	-10	4	2	8	4	0
63	CC1CCN(c2nc3ccc(C(=O)O)cc3s2)CC1	0	-3	-2	0	-2	2	-3	-2	-4
64	Cc1ccc(C(=O)Nc2nnc(Cc3ccccc3)s2)cc1	6	7	6	-7	5	0	3	4	6

This is a subset (hit frequency here may not be typical).
